Bioassay records as filed in PubChem.
pCIP destab: lowers stability of the mouse p/CIP coactivator protein | F442A p/CIP-EGFP cells, EGFP fluorescence, 16 h | AID 1984 | 290,000 tested, 0.01% active | decrease of EGFP signal, % at 10 µM | Q05BA5;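 active = EGFP signal decrease of at least 30% at 10 µM or well 3 SD below plate mean, unless failing retest; inactive = the rest, including hits failing retest or dose response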; also: some compounds called inactive have numbers as strong as hits; many of its hits are not listed in these tables
NALP1 yeast inh: blocks the NALP1 inflammasome reconstituted in yeast. S. cerevisiae NALP1/ASC/caspase-1 growth, X-gal OD620, 72 h. inhibition, % at 10 µM. 280,000 tested, 0.61% active. AID 2071; in the data active = inhibition mostly above about 24%, no sharp cut-off; inactive = mostly below about 32%; also: some compounds called inactive have numbers as strong as hits
GPR7 antag: antagonists of human GPR7 (neuropeptides B/W receptor 1). P48145. GPR7-expressing cells, fluorescence antagonist assay. inhibition, % at 4.4 µM. AID 1861. 290,000 tested, 1.1% active; in the data active = inhibition above about 16%, passing the limit was not always enough;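 also: cells stimulated with the agonist NPW; 0% = agonist with vehicle and 100% = vehicle without agonist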
PfM18AAP inh: PfM18AAP enzyme inhibition; recombinant PfM18AAP, H-Glu-NHMec fluorogenic cleavage; inhibition, % at 7.35 µM; 290,000 tested, 1.2% active; AID 1822;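 active = inhibition above the campaign mean inhibition over all tested compounds plus 3 SD, cut at about 28% in these data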;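 also: 0% = plate median of test compound wells and 100% = 2 mM ZnCl2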
VIM-2 inhibitor: blocks Pseudomonas aeruginosa VIM-2 metallo-beta-lactamase. purified VIM-2, nitrocefin hydrolysis, epi-absorbance fluorescence. inhibition, % at 5.6 µM. 290,000 tested, 0.89% active. AID 1527;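 active = inhibition above the mean of all tested compounds plus 3 SD, cutoff set per screening run, cut at about 7.5% in these data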;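 also: red hydrolysis product quenches plate fluorescence so inhibitors raise well fluorescence; 0% = enzyme with DMSO and 100% = DMSO without enzyme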
IDE inh: inhibits human insulin-degrading enzyme in HEK cells; FAbetaB cleavage, fluorescence polarization; inhibition, % at 5.59 µM; 320,000 tested, 0.41% active;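 active = percent inhibition above the average of all tested compounds plus 3 SD, set per screening campaign, cut at about 16% in these data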;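 also: IDE supplied by intact live HEK cells; FP after avidin binding of uncleaved biotin substrate so inhibition keeps polarization high; 0% = DMSO wells and 100% = 60 µM reference IDE inhibitor Ii1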
Target sequence (P14735 whole entry, looked up): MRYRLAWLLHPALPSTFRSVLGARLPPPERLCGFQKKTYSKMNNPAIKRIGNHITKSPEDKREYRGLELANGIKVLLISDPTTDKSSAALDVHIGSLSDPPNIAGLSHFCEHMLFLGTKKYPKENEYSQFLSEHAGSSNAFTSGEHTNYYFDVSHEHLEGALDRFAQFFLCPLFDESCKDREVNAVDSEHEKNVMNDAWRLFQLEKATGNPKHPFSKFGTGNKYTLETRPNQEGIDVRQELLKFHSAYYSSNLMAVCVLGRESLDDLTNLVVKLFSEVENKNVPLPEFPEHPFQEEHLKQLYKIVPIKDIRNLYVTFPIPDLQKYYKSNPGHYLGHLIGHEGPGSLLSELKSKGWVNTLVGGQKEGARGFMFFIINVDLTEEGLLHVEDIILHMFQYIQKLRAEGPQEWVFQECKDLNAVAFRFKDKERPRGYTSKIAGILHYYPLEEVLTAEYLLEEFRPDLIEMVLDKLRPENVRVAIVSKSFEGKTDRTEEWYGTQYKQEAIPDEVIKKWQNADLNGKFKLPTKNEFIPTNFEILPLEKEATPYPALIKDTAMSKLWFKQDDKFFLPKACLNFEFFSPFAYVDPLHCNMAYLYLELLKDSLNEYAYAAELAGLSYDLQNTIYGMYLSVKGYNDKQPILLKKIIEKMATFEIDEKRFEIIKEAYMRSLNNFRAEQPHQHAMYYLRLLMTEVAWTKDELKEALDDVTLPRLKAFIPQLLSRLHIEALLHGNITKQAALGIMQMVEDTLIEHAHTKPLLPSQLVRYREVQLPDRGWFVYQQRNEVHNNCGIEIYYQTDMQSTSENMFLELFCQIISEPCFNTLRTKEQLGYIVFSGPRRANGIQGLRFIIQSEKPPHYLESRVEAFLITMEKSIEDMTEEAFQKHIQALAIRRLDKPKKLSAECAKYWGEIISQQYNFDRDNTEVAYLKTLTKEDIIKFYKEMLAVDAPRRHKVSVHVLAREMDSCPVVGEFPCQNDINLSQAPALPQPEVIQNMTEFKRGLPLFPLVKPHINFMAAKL
IDE act: IDE (human) activation, cell-based | HEK cells, FAbeta-B cleavage, fluorescence polarization; 0% vehicle, 100% cell-free pure enzyme wells | activation, % at 5.96 µM | P14735 | 340,000 tested, 0.073% active | AID 493087;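 active = activation above the mean of all tested compounds plus 3 SD, set per screening campaign, cut at about 17% in these data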
IMP-1 inh: inhibitors of Pseudomonas aeruginosa IMP-1 metallo-beta-lactamase. AID 1556. inhibition, % at 5.6 µM. purified IMP-1, nitrocefin hydrolysis, epi-absorbance fluorescence. 290,000 tested, 0.45% active;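 active = inhibition above the mean plus 3 SD of all compounds in the same screening run, cut at about 4.5% in these data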;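 also: 0% = IMP-1 with DMSO and 100% = DMSO wells lacking enzyme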
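Test system: recombinant IMP-1 enzyme, purified / Medium: HEPES buffer pH 7.1 with ZnSO4 and Brij 35 / Doses: single dose, 5.6 µM / Times: 25 °C, 15 min preincubation, 25 min reaction / Detection: Epi-absorbance via hydrolysed-nitrocefin quenching of white-plate fluorescence, 480/530 nm, EDTA stop / Evaluation: percent inhibition from optical density relative to buffer-blank wells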
PHOSPHO1 inh: blocks human PHOSPHO1 phosphatase activity. AID 1565. recombinant PHOSPHO1, absorbance phosphatase assay. inhibition, % at 13.3 µM. 290,000 tested, 1.1% active. Q8TCT1; in the data active = inhibition above about 60%
* = called active by the depositor; . = not tested or not shown. Hits appear at their usual frequency, and some 5.3% of all compounds hit somewhere here.

1) Cc1cccc(NC(=O)CSc2nnc(NC(=O)C3CC3)s2)c1C
2) CCOC(=O)C1=C(COC(=O)/C=C/c2cccc(OC)c2OC)NC(=O)NC1C (configuration not stated)
3) Cc1cc(Cl)c2oc(C(=O)NC(C)c3ccncn3)c(C)c2c1 (configuration not stated)
4) N#Cc1ccc(CC(C(=O)O)N2Cc3ccccc3C2=O)cc1 (configuration not stated)
5) CCCCNC(=O)CC(NS(=O)(=O)c1ccc(C)cc1)c1ccco1 (configuration not stated)
6) COC(=O)c1nn(-c2ccccc2)c(=O)cc1Oc1ccc(Cl)cc1

compound no.	1	2	3	4	5	6
pCIP destab	3	1	-3	-5	-5	-3
NALP1 yeast inh	26	4	-11	-8	-15	4
GPR7 antag	-3	-18	-10	0	-6	1
PfM18AAP inh	-4	-7	3	4	3	9
VIM-2 inhibitor	-1.6	-2.6	-1.7	4.2	-3.7	-2.8
IDE inh	4	10	4	-1	0	2
IDE act	-2	-1	2	6	4	5
IMP-1 inh	-0.3	-3.9	-2.0	-3.6	-3.9	-1.6
PHOSPHO1 inh	40	.	50	23	4	42

7) COc1ccc(CC(=O)NC2CCN(CC(=O)N3CCCc4ccccc43)CC2)cc1OC
8) Cc1ccc(-c2noc(C3CCCN(C(=O)c4ccc(F)cc4F)C3)n2)cc1 (configuration not stated)
9) CC(/C=N/Nc1nnc2c(n1)[nH]c1ccccc12)=C\c1ccco1
10) Cc1ccc(Nc2cc(C)c(O)c(C)c2)cc1
11) Cc1c(S(=O)(=O)Nc2cc(Cl)ccc2Cl)c(=O)n(C)c(=O)n1C
12) CCOc1ccccc1C(=O)Nc1cccc(-c2ccc3nncn3n2)c1

compound no.	7	8	9	10	11	12
pCIP destab	-22	-4	-1	-7	-5	-1
NALP1 yeast inh	22	41	40	19	-11	14
GPR7 antag	-3	-12	-6	-7	-16	-25
PfM18AAP inh	17	-4	21	13	7	-2
VIM-2 inhibitor	-2.6	-3.1	-3.4	1.0	0.2	21*
IDE inh	4	-2	8	-5	2	3
IDE act	5	2	8	3	6	1
IMP-1 inh	-0.5	-2.8	-2.7	-6.0	-6.3	-0.1
PHOSPHO1 inh	-8	-14	24	19	-14	16

3 records drawn at random from the list so far:
3) Cc1cc(Cl)c2oc(C(=O)NC(C)c3ccncn3)c(C)c2c1 (configuration not stated)
7) COc1ccc(CC(=O)NC2CCN(CC(=O)N3CCCc4ccccc43)CC2)cc1OC
12) CCOc1ccccc1C(=O)Nc1cccc(-c2ccc3nncn3n2)c1

compound no.	3	7	12
pCIP destab	-3	-22	-1
NALP1 yeast inh	-11	22	14
GPR7 antag	-10	-3	-25
PfM18AAP inh	3	17	-2
VIM-2 inhibitor	-1.7	-2.6	21*
IDE inh	4	4	3
IDE act	2	5	1
IMP-1 inh	-2.0	-0.5	-0.1
PHOSPHO1 inh	50	-8	16

(next part)
13) O=C(Nc1ccc(C(=O)N2CCOCC2)cc1)c1cnn2c(C(F)F)cc(-c3ccccc3)nc12
14) N#CC1=C(N)N(c2ccc(F)cc2)C(=O)C1
15) CCN=C(NS(=O)(=O)c1ccc(Br)cc1)c1ccc(Cl)cc1
16) Cc1cc(=O)oc2c(C)c(OC(C)C(=O)NC3CCN(Cc4ccccc4)CC3)ccc12 (configuration not stated)
17) C/C(=N/N=C/c1ccc(N(C)C)cc1)c1ccccc1
18) CCn1c(NCc2ccc(N(C)C)cc2)nc2ccccc21

compound no.	13	14	15	16	17	18
pCIP destab	-15	6	-16	-14	2	-1
NALP1 yeast inh	2	26	-6	12	28	.
GPR7 antag	-5	5	0	3	-4	-1
PfM18AAP inh	0	-4	1	-1	6	-1
VIM-2 inhibitor	-2.6	-0.5	-2.6	2.4	-0.7	-3.0
IDE inh	4	1	8	1	-3	3
IDE act	2	2	-3	7	0	3
IMP-1 inh	-0.7	-2.5	-2.9	-1.7	-0.4	-3.0
PHOSPHO1 inh	28	7	37	32	-4	-11

19) Cc1ccccc1/C(N)=N/OC(=O)N1c2ccccc2Sc2ccccc21
20) CCOC(=O)C1=C(C)N(c2ccc(C)cc2)C(=O)/C1=C\c1cccs1
21) CCOc1c(Cl)cc(C(=O)NCCN2CCCCC2)cc1Cl
22) O=C(CCCSc1nc2ccccc2[nH]1)NCc1ccccc1F
23) COc1ccc2c(C)cc(=O)oc2c1C
24) O=C(Cc1ccccc1)Nc1cccc(C(=O)O)c1O

compound no.	19	20	21	22	23	24
pCIP destab	-1	-9	5	0	-6	-6
NALP1 yeast inh	9	5	-5	-1	-23	-8
GPR7 antag	-21	-11	-10	-8	-13	7
PfM18AAP inh	5	1	-6	2	-14	-2
VIM-2 inhibitor	-0.2	-1.0	-0.3	-0.8	2.6	0.5
IDE inh	3	2	4	4	-1	-6
IDE act	-9	7	0	6	7	6
IMP-1 inh	-3.3	-5.0	-1.9	-2.3	-0.5	0.6
PHOSPHO1 inh	-15	-14	20	16	23	-19

25) CCc1c(C)nn(C(=O)/C(C#N)=C\N(C)C)c1C
26) O=C(C1CCN(c2ncnc3c2nc2n3CCCCC2)CC1)N1CCCCC1
27) Cc1nc(C)c(C(=O)N2CCCC(C(=O)c3ccc4ccccc4c3)C2)s1 (configuration not stated)
28) CC(=O)NCC(=O)N(C)C(C(=O)Nc1ccc2c(c1)OCCO2)c1ccccc1 (configuration not stated)
29) CN1CCCN(C(=O)/C=C/c2ccc(F)cc2)CC1
30) O=C(CNS(=O)(=O)c1ccc([N+](=O)[O-])cc1)N/N=C\c1ccc(O)cc1

compound no.	25	26	27	28	29	30
pCIP destab	10	-10	2	2	-2	-5
NALP1 yeast inh	5	-6	9	5	18	9
GPR7 antag	-12	-17	-3	-6	-4	41*
PfM18AAP inh	6	0	-1	0	-2	-2
VIM-2 inhibitor	-1.6	-3.7	0.7	-5.1	-0.4	-1.8
IDE inh	11	2	0	-1	0	-1
IDE act	5	4	6	4	-3	7
IMP-1 inh	-2.6	-2.8	-0.8	-1.7	-0.1	-1.6
PHOSPHO1 inh	-3	37	31	-3	-11	26

31) O=C(c1ccc([N+](=O)[O-])cc1)N1CCN(c2ncc(Br)cn2)CC1
32) COc1cc(C2Nc3cc(Cl)c(S(N)(=O)=O)cc3S(=O)(=O)N2)cc(OC)c1OC (configuration not stated)
33) O=C(Cn1cccc1C(=O)c1ccccc1)NCc1cccnc1
34) Cc1c(NC(=O)Cc2ccccc2)cccc1C(=O)NN1C(=O)c2ccccc2C1=O
35) Cc1cc(NS(=O)(=O)c2ccc(Cl)cc2)nn1CC(=O)NCc1ccco1
36) CN(C)C1(CNC(=O)Nc2ccccc2)CCCCC1

compound no.	31	32	33	34	35	36
pCIP destab	4	1	-1	-4	-4	-2
NALP1 yeast inh	10	10	-4	34	23	14
GPR7 antag	20	-2	-7	-1	9	-5
PfM18AAP inh	3	-11	2	-2	-2	-2
VIM-2 inhibitor	-2.2	1.6	-1.9	-2.5	-0.3	-0.8
IDE inh	2	1	-1	1	3	-8
IDE act	-1	-1	7	3	-1	-3
IMP-1 inh	-1.4	-0.2	-2.5	-0.8	-3.1	-1.2
PHOSPHO1 inh	20	-4	34	-2	4	39

37) CCOCCc1nnc(NC(=O)c2cc(OC)c(OC)c(OC)c2)s1
38) CSCCC(NC(=O)c1cccc([N+](=O)[O-])c1)C(=O)O (configuration not stated)
39) NC(=O)CSc1nnc(COc2ccccc2)n1Cc1ccco1
40) Cc1cccc(-n2ncc3c(N4CCC5(CC4)OCCO5)ncnc32)c1
41) Clc1ccc(C2CSc3c4ncnc-4ncn32)cc1 (configuration not stated)
42) COc1ccc2nc(NC(=O)CS(=O)(=O)Cc3ccccc3)sc2c1

compound no.	37	38	39	40	41	42
pCIP destab	-13	1	-11	-6	-12	7
NALP1 yeast inh	2	12	19	10	40*	-2
GPR7 antag	-5	-2	1	.	-13	-16
PfM18AAP inh	0	3	4	.	9	-1
VIM-2 inhibitor	0.8	-3.3	-3.6	.	-2.9	-1.8
IDE inh	-6	4	8	4	3	-3
IDE act	2	2	1	6	8	3
IMP-1 inh	-1.0	-3.6	-3.5	.	-4.1	-2.5
PHOSPHO1 inh	15	-7	53	13	40	2

43) COC(=O)c1ccc(-c2ccc(C(=O)N3CCCN(C)CC3)cc2)cc1
44) CC(=O)Nc1ccc(SCC(=O)N(C)C2CCS(=O)(=O)C2)cc1 (configuration not stated)
45) CC1(C)NC(=O)N(CCCCOc2ccc(Cl)cc2)C1=O
46) O=C(NCCNS(=O)(=O)c1ccccc1Cl)c1cc(OCC(F)(F)F)ccc1OCC(F)(F)F
47) N#Cc1ccc(-c2csc(NNC(=O)c3ccccc3)n2)cc1
48) Cc1ccc(S(=O)(=O)n2ccc3c(OCCOCCNCc4ccc(F)cc4)cccc32)cc1

compound no.	43	44	45	46	47	48
pCIP destab	-2	1	8	-14	1	-16
NALP1 yeast inh	-7	-16	-2	21	14	16
GPR7 antag	6	-2	-1	-2	6	24
PfM18AAP inh	-3	2	-7	10	27	-1
VIM-2 inhibitor	13*	-1.7	-3.2	-4.1	-0.1	-1.1
IDE inh	.	8	5	-2	-2	-5
IDE act	.	2	0	4	1	4
IMP-1 inh	-4.3	1.1	-0.9	-5.0	-0.7	-1.6
PHOSPHO1 inh	-3	2	8	45	-109	.

49) CCN1CCN(c2cc(SC(C)C)nc(-c3ccc(OC)cc3)n2)CC1
50) O=Cc1ccc2c(c1)CCN2Cc1ccccc1
51) CC(=O)c1ccc(OCC(O)CN2CCN(CCN3C(=O)c4cccc5cccc(c45)C3=O)CC2)cc1 (configuration not stated)
52) CCCCSc1nc(NCc2ccco2)c2c3c(sc2n1)COC(C)(C)C3
53) O=C(O)CCC(CNS(=O)(=O)c1ccccc1)C(F)(F)F (configuration not stated)
54) O=C(N/N=C/c1ccoc1)c1ccccc1

compound no.	49	50	51	52	53	54
pCIP destab	-6	6	-3	0	2	-4
NALP1 yeast inh	16	24	-15	-7	-11	15
GPR7 antag	-7	-8	-17	-4	-8	-6
PfM18AAP inh	-2	7	-1	8	3	12
VIM-2 inhibitor	1.3	-2.2	6.0	-0.8	-4.3	-3.1
IDE inh	.	2	0	7	0	8
IDE act	3	2	-4	6	-3	8
IMP-1 inh	-1.9	-2.8	-1.2	-2.0	-2.5	-3.0
PHOSPHO1 inh	2	40	-11	24	36	26
